Bioassay records as filed in PubChem.
UBC13 polyUb: blocks human UBC13 polyubiquitin chain formation | TR-FRET | inhibition, % at 20 µM | hit rate 0.47% among 330,000 | AID 485273; in the data active = inhibition above about 45%, passing the limit was not always enough
Target sequence (P61088 whole entry, looked up): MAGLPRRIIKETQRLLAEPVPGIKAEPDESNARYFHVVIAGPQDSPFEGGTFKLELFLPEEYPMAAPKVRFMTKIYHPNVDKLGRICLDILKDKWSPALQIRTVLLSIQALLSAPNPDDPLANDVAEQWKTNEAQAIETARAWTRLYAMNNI
SENP7 inh: SENP7 protease inhibition; Q9BQF6; recombinant SENP7, Z-RLRGG-aminoluciferin luminescence, 40 min; inhibition, % at 5 µM; hit rate 1.5% among 330,000;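 active = inhibition above about 50% at the single test dose, limit read from the data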;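 note: plate controls were DMSO with enzyme for no effect and no enzyme buffer wells for full effect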
Target sequence (Q9BQF6 706-1050 limits assumed): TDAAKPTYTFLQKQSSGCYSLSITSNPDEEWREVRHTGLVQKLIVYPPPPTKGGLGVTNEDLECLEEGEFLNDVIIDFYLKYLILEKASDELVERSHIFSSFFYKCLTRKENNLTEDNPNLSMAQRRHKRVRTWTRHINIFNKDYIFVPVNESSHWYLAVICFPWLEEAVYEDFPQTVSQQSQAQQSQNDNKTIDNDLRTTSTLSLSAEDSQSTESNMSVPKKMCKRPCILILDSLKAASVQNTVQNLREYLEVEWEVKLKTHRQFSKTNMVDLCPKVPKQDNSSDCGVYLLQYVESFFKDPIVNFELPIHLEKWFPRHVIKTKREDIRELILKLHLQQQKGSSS
SENP8 block: SENP8 protease inhibition; Q96LD8; purified SENP8, Z-RLRGG-aminoluciferin cleavage, luminescence; inhibition, % at 10 µM; hit rate 1.2% among 330,000
Target sequence (Q96LD8 whole entry, looked up): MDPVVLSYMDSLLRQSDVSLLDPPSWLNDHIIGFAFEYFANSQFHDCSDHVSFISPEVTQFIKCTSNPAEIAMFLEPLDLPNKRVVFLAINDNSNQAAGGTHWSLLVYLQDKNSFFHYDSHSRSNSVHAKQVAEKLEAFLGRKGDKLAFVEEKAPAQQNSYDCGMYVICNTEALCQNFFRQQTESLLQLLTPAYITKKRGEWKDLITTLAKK
HKDC1 inh: HKDC1 (human) hexokinase inhibition; Q2TB90; inhibition, % at 20 µM; hit rate 0.16% among 340,000; recombinant HKDC1, G6PDH/diaphorase resazurin coupled fluorescence;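 active = inhibition above about 35% when tested at 20 µM, limit read from the data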;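 note: plate controls were DMSO wells with enzyme for no effect and DMSO wells lacking enzyme for full effect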
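Incubation: 90 min at room temperature in dark / Material: recombinant HKDC1 (HK5) hexokinase enzyme, produced in-house / Quantity: enzyme 5 µg/mL final / Compound: one dose of 20 µM, 1% DMSO / Reagent: glucose and ATP substrates / Buffer or medium: Tris pH 8.0 buffer with MgCl2, Tween-20, BSA, BME / Technique: resorufin fluorescence at 613 nm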
Apaf-1 inh: inhibitors of human Apaf-1 apoptosome | O14727 | AID 489030 | hit rate 0.71% among 330,000 | inhibition, % at 20 µM | reconstituted apoptosome caspase-3 activity, DEVD-Rh110 fluorescence; active = inhibition of at least 40% at 20 µM;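 note: plate controls were DMSO wells for no effect and DEVD-CHO caspase inhibitor wells for full effect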
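Material: reconstituted apoptosome with Apaf-1, cytochrome c, caspase-9, procaspase-3, dATP; medium: pH 7.5 Hepes buffer with CHAPS, BSA, DTT; also added: cytochrome c and DEVD-Rh110 substrate; timing: 30 min plus 50 min, RT; signal: Rh110 fluorescence intensity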
Gli-Sufu antag: antagonists of Gli-Sufu signaling | Sufu-KO-LIGHT fibroblasts, Gli luciferase reporter luminescence | inhibition, % at 5 µM | hit rate 0.74% among 340,000 | AID 588413;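 active = inhibition above about 55%, limit read from the data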;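 note: 0% = DMSO-treated cells and 100% = wells with medium but no cells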
Jurkat NFkB inh: lowers PMA/ionomycin-induced NF-kB signal in Jurkat cells; PMA/ionomycin-induced NF-kB luciferase reporter, luminescence; inhibition, % at 4 µM; hit rate 0.53% among 330,000
697 NFkB inh: inhibitors of the PMA/ionomycin-induced NF-kB reporter in 697 B cells | 697 B-cell NF-kB luciferase reporter, 16 h | inhibition, % at 4 µM | hit rate 0.33% among 330,000 | AID 435022; in the data active = inhibition above about 35%
* = called active by the depositor. Cut-off read from the data, not from the text of the source, unless noted: active = inhibition above about 50%; inactive = the rest.

SMILES	UBC13 polyUb	SENP7 inh	SENP8 block	HKDC1 inh	Apaf-1 inh	Gli-Sufu antag	Jurkat NFkB inh	697 NFkB inh
O=C(CCS(=O)(=O)Cc1ccccc1)Nc1nncs1	12	2	-4	-6	-4	10	9	12
CCOc1ccc(S(=O)(=O)Nc2ccc3c(c2)n(C)c(=O)n3C)cc1	3	3	1	1	11	13	25	0
COc1ccc(C(=O)Cn2c(NCCCO)nc3ccccc32)cc1OC	2	1	-2	-5	6	-4	1	-1
COc1cnc(SC)nc1Nc1ccc(C#N)cc1	7	2	-1	-1	2	8	18	10
CCCCCC(=O)Nc1ccc(S(=O)(=O)NC2=NCCCCC2)cc1	-18	-6	1	-4	-4	-6	-11	7
Cc1ccccc1-n1ncc2c1CC(C)(C)CC2NC(=O)CCC1=NNC(=O)CC1 (configuration not stated)	-6	5	-3	7	3	0	4	17
O=C(c1ccco1)N1CCN(C(=O)c2cn(-c3ccccc3)nc2-c2ccccc2)CC1	19	-10	7	0	14	-16	-9	-21
Fc1ccccc1-c1nc(NC2CCCC2)c2ccccc2n1	3	-5	-4	-2	15	11	4	-42
O=C1c2ccccc2C(=O)N1CCCc1nc(-c2cccnc2)no1	-1	3	3	-6	7	2	8	-3
CCn1ncc(C2=NOC(C(=O)NCc3ccccc3)C2)c1C (configuration not stated)	4	-2	3	-18	-20	42	74*	18
O=C(CN1CCSC1=O)N1CCN(S(=O)(=O)c2ccc(Cl)cc2)CC1	8	2	0	-4	-8	4	14	18
CC1CC(C)CN(C(=O)c2ccc3c(c2NCCO)C(=O)c2ccccc2C3=O)C1 (configuration not stated)	-263	4	8	27	24	19	-7	-2
CCOCCCNC(=O)CCCC1=NS(=O)(=O)c2ccccc2N1	6	4	6	3	-11	1	22	-13
Cc1sc(NC(=O)c2cccc(N3C(=O)CCC3=O)c2)nc1-c1ccccc1	4	-3	1	0	15	-14	21	18
NC(=O)C1CCN(C(=O)OCc2ccccc2)CC1	-5	1	-8	-8	0	-2	-13	-68
Cn1cnnc1SCC(=O)NNC(=O)COc1ccc(Br)cc1	-3	9	9	-2	4	19	-13	-12
O=C(COC(=O)CSc1ccc2ccccc2c1)NC1CCCC1	-12	-1	-15	-7	16	-8	35	-70
COc1cc(/C=N/S(=O)(=O)c2ccccc2)cc(OC)c1O	1	3	5	5	0	0	-1	22
CC(C)N(Cc1ccccc1)C(=S)Nc1ccccc1F	3	-9	-4	-2	-1	0	-2	-7
Cc1ccccc1Nc1nc(N)nc(CN(C)c2ccccc2)n1	5	6	8	5	4	-8	0	-1
O=C(c1cc(COc2c(F)cccc2F)on1)N1CCSCC1	12	0	-4	12	-20	-22	-18	-36
N#Cc1ccc(Oc2ccc(S(=O)(=O)N3CCCC3)cn2)cc1	-2	-7	-9	-8	3	-17	3	17
Cc1cc(NC(=O)CSc2nc3ccccc3[nH]2)n(-c2ccccc2)n1	-2	-15	-8	-4	4	-3	-3	-4
CC1CCCCN1C(=O)C12CCC(C)(C(=O)C1)C2(C)C (configuration not stated)	5	4	8	-11	-12	3	9	6
COC(=O)C1=C(C)NC2=C(C(=O)CCC2)C1c1cn(Cc2ccc(Br)cc2)nc1-c1ccccc1 (configuration not stated)	8	-4	-5	-2	21	5	-2	11

Sorted by formula weight (low to high): some entries from above
SMILES	UBC13 polyUb	SENP7 inh	SENP8 block	HKDC1 inh	Apaf-1 inh	Gli-Sufu antag	Jurkat NFkB inh	697 NFkB inh
O=C1c2ccccc2C(=O)N1CCCc1nc(-c2cccnc2)no1	-1	3	3	-6	7	2	8	-3
O=C(COC(=O)CSc1ccc2ccccc2c1)NC1CCCC1	-12	-1	-15	-7	16	-8	35	-70
CCCCCC(=O)Nc1ccc(S(=O)(=O)NC2=NCCCCC2)cc1	-18	-6	1	-4	-4	-6	-11	7
COc1ccc(C(=O)Cn2c(NCCCO)nc3ccccc32)cc1OC	2	1	-2	-5	6	-4	1	-1
O=C(c1ccco1)N1CCN(C(=O)c2cn(-c3ccccc3)nc2-c2ccccc2)CC1	19	-10	7	0	14	-16	-9	-21

Entries of single compounds, looked up by structure. Order of screens: UBC13 polyUb | SENP7 inh | SENP8 block | HKDC1 inh | Apaf-1 inh | Gli-Sufu antag | Jurkat NFkB inh | 697 NFkB inh
Cc1sc(NC(=O)c2cccc(N3C(=O)CCC3=O)c2)nc1-c1ccccc1 in the list: 4 | -3 | 1 | 0 | 15 | -14 | 21 | 18
O=C(c1ccco1)N1CCN(C(=O)c2cn(-c3ccccc3)nc2-c2ccccc2)CC1 in the list: 19 | -10 | 7 | 0 | 14 | -16 | -9 | -21
O=C(c1cc(COc2c(F)cccc2F)on1)N1CCSCC1 in the list: 12 | 0 | -4 | 12 | -20 | -22 | -18 | -36
CCOc1ccc(S(=O)(=O)Nc2ccc3c(c2)n(C)c(=O)n3C)cc1 in the list: 3 | 3 | 1 | 1 | 11 | 13 | 25 | 0

Shown with each value named: 2 of the compounds above.
> O=C(c1cc(COc2c(F)cccc2F)on1)N1CCSCC1
  UBC13 polyUb = 12; SENP7 inh = 0; SENP8 block = -4; HKDC1 inh = 12; Apaf-1 inh = -20; Gli-Sufu antag = -22; Jurkat NFkB inh = -18; 697 NFkB inh = -36

> N#Cc1ccc(Oc2ccc(S(=O)(=O)N3CCCC3)cn2)cc1
  UBC13 polyUb = -2; SENP7 inh = -7; SENP8 block = -9; HKDC1 inh = -8; Apaf-1 inh = 3; Gli-Sufu antag = -17; Jurkat NFkB inh = 3; 697 NFkB inh = 17

The list continues:
SMILES	UBC13 polyUb	SENP7 inh	SENP8 block	HKDC1 inh	Apaf-1 inh	Gli-Sufu antag	Jurkat NFkB inh	697 NFkB inh
COC(=O)c1csc2c(C(F)(F)F)cc(N3CCN(C(=O)Nc4ccccc4)CC3)nc12	-4	7	3	-5	-12	9	-9	-15
Cc1ccccc1-c1nnc(SCC(=O)Nc2cccc(C)c2C)o1	9	-1	4	1	4	-16	-33	37*
COc1ccc(C[C@@H]2CN3C(=NC[C@@H]3Cc3ccc(O)cc3)N2C[C@H](C)NC(=O)CCC2CCCCC2)cc1	56*	-18	-1	3	30	22	8	-1
CC(=O)N1N=C(c2cccc(NS(C)(=O)=O)c2)CC1c1ccc2c(c1)OCO2 (configuration not stated)	-5	-6	-5	-6	-21	-14	-17	-20
O=[N+]([O-])c1ccc(N2CCOCC2)cn1	-2	-1	1	-1	-15	1	4	11
CC(=O)Nc1sc(C)c(C)c1CN1CCN(Cc2ccccc2)CC1	-1	-1	-6	-1	3	0	-12	-4
Cc1c(/C=N/n2cnnc2)c2ccccc2n1CCOc1ccc(Cl)cc1	-7	-2	-17	-3	23	4	-6	19
Cc1cc(NC(=O)Cc2ccccc2)ccc1NC(=O)c1cccs1	-6	-7	-4	1	-4	4	-6	5
O=S(=O)(N/N=C1/CCCc2ccccc21)c1ccc(Br)cc1	-3	0	-1	3	3	8	-1	19
O=C(CC1SC(=O)N(Cc2ccccc2Cl)C1=O)Nc1nccs1 (configuration not stated)	-3	12	0	-4	-7	-3	8	9
CCCc1nc(SCC(=O)c2ccc(OC)cc2)c2ccccc2n1	23	2	3	0	4	-1	-7	2
COc1ccc(OC)c(N=Cc2c(O)c3ccccc3oc2=O)c1	2	-1	-25	2	-4	-2	-9	3
c1ccc2c(NC3=NCCCCS3)cccc2c1	0	2	4	2	-5	22	8	5
S=C1NC2=C(CCCC2)C2(CCCCC2)N1	8	-1	0	-10	-7	-78	1	18
NC(=O)CC(NC(=O)c1ccc(Br)cc1)c1ccc(N2CCCCCCC2)c([N+](=O)[O-])c1 (configuration not stated)	-10	0	-3	3	18	60*	29	4
COc1cccc(-c2nn(C)c3sc(C(=O)NCc4ccco4)cc23)c1	38	-1	-4	0	16	4	-8	30
Cc1c(C(=O)Nc2ccc(Nc3ccccc3)cc2)cccc1[N+](=O)[O-]	4	0	0	-3	-2	-7	-17	-51
CCc1ccc(C(=O)c2ccccc2C(=O)O)s1	3	-7	4	-1	-9	2	3	16
N/C(=N\OC(=O)c1ccc(Br)cc1)c1cccc([N+](=O)[O-])c1	-3	16	-19	2	1	-56	-89	-124
CCN(c1ccccc1)S(=O)(=O)c1ccc(OC)c(NC(=O)Cc2ccc(F)cc2)c1	-1	1	-4	7	19	8	-10	11
CC(OC(=O)CNC(=O)c1ccco1)C(=O)N(C)c1ccccc1 (configuration not stated)	9	6	0	-8	7	-3	-6	-13
COC(=O)C1=C(CS(=O)(=O)c2cc(OC)ccc2OC)NC(=O)NC1c1ccc(O)c(OC)c1 (configuration not stated)	-5	1	-5	-4	1	-1	18	-21
CCC(CC(C)(C)O)C(=O)NNC(=S)Nc1ccccc1 (configuration not stated)	-3	-4	-1	-7	0	-6	-9	-13
N#C/C(=C1/CCCN1)c1ccccn1	2	-7	6	-4	-20	3	15	26
CC(C)(C)C1CCC(OCC(O)CN2CCN(c3ccccn3)CC2)CC1 (configuration not stated)	-9	-6	-3	1	19	8	-19	-18

Carrying on.
SMILES	UBC13 polyUb	SENP7 inh	SENP8 block	HKDC1 inh	Apaf-1 inh	Gli-Sufu antag	Jurkat NFkB inh	697 NFkB inh
NCC/C=C1/c2ccccc2CSc2ccccc21	7	-5	-5	-2	7	16	-5	-38
COc1cc2c(cc1OC)CN(Cc1ccc(C)cc1)CC2	1	6	-7	-6	-10	16	-9	-9
CCCCS(=O)(=O)/C=C/[C@H]1[C@H](S(=O)(=O)CCCC)[C@H]2C=C[C@@H]1C2	5	-10	-5	1	1	-3	-12	0
CC(=O)c1cccc(NC(=O)C(C)OC(=O)c2cc(=O)[nH]c3ccccc23)c1 (configuration not stated)	5	-4	-7	-1	-4	2	4	5
CCn1c(SCC(=O)Nc2ccc3c(c2)n(C)c(=O)n3C)nnc1-c1ccncc1	-4	-2	-4	-1	4	0	5	-3
CCC1CCCCN1C(=S)NC1CCCCC1 (configuration not stated)	5	0	-1	-11	1	6	4	7
O=C(OCC(=O)c1c[nH]c2ccccc12)c1cccc([N+](=O)[O-])c1	8	-4	-5	-4	15	-3	-4	-2
Cc1nc(N/C(N)=N/S(=O)(=O)c2ccc([N+](=O)[O-])cc2)nc2ccccc12	-11	-1	-7	-4	0	4	17	-19
Cc1cc(NC(=O)Nc2ccccc2[N+](=O)[O-])no1	0	46	37	-10	6	-11	5	4
CN(C)c1nc(N)nc(N(c2ccccc2)c2ccccc2)n1	4	0	6	0	6	-7	5	-14
O=C(CNC(=O)C1CCCCC1)NNC(=O)c1ccccc1Br	-3	10	-3	-8	-2	-3	-13	2
CC(C)CCC(C)NC(=O)Cc1ccc(S(=O)(=O)N2CCOCC2)s1 (configuration not stated)	-1	-5	0	-6	8	5	1	8
O=C(NCc1cccc(Cl)c1)c1ccc(CS(=O)Cc2ccccc2Cl)o1 (configuration not stated)	-1	0	-1	5	-1	-10	-4	-6
COc1ccc(C2=CSC3=NCCN23)cc1Br	-3	0	-5	2	-8	34	-14	-16
